Screens as filed in PubChem.
Salmonella PhoP GFP = PhoP regulon inhibitors, Salmonella typhi PhoP promoter GFP reporter, confirmatory (AID 1850). Salmonella Typhi PhoP-promoter GFP reporter, fluorescence, 4 h; higher % means a stronger effect. one-dose inhibition, % at 50 µM; IC50 in µM for titrated hits. hit rate 0.33% among 310,000; in the data active means a potency from the dose series; inconclusive means inhibition mostly from about 25% at the one dose, without a potency; inactive means the rest, 99 in 100 with inhibition below about 19%;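 further: 0% = induced wells with vehicle and 100% = uninduced wells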
inhibitors of VEEV = inhibitors of VEEV TC-83 cytopathic effect, confirmation, Vero cells (AID 588727) | Vero cells, VEEV TC-83 cytopathic effect inhibition; higher % means a stronger effect | inhibition, % at 20 µM, or IC50 in µM where a hit was titrated | hit rate 0.13% among 350,000; in the data active means a potency from the dose series; inconclusive means inhibition mostly from about 14% at the one dose, without a potency; inactive means the rest, 99 in 100 with inhibition below about 12%; further: strong numbers were not always called active
H37Rv inhibition = M. tuberculosis growth inhibition, HTS (AID 449762); M. tuberculosis H37Rv growth inhibition, 7H9 media; higher % means a stronger effect; inhibition, % at 25 µM, or IC50 in µM where a hit was titrated; hit rate 0.59% among 330,000; in the data active means a potency from the dose series; inconclusive means inhibition above about 70% without an active follow-up result;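 further: bacterial growth assessed after seven days of incubation; strong numbers were not always called active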
influenza NS1A = NS1A inhibition, H1N1 influenza, cell based functional assay (AID 504329); NS1A functional cell-based assay, percent inhibition; higher % means a stronger effect; inhibition, % at 12.5 µM; hits with a dose series show IC50 in µM; hit rate 0.3% among 340,000; in the data active means a potency from the dose series; inconclusive means inhibition above about 27% without an active follow-up result; further: strong numbers were not always called active
tuberculosis growth = growth inhibition of non-replicating M. tuberculosis (AID 488890); Mycobacterium tuberculosis non-replicating, growth inhibition; higher % means a stronger effect; one-dose inhibition, % at 25 µM; IC50 in µM for titrated hits; hit rate 0.39% among 320,000; in the data active means a potency from the dose series; inconclusive means inhibition mostly from about 82% at the one dose, without a potency; inactive means the rest, 99 in 100 with inhibition below about 76%;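 further: plate controls were DMSO cells for no effect and high antibiotic wells for full effect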
inhibitors of VEEV 10K pilot screen = second read-out of inhibitors of VEEV, no call of its own (marks repeat the call); inhibition, %; measured here: 10K pilot screen inhibition
The depositor's hits bear a star; i = inactive; ? = inconclusive; . = no result given; & = joins results of further samples.

SMILES | Salmonella PhoP GFP | inhibitors of VEEV | H37Rv inhibition | influenza NS1A | tuberculosis growth | others
COc1ccc(Cn2c(=O)c3c(nc(NCCO)n3C)n(C)c2=O)cc1 | 4.3% | 1.0% | -5.5% | 6.7% | -4.8%
COc1ccc(S(=O)(=O)N2CCOCC2)cc1C(=O)Nc1ccc2c(c1)OCO2 | -6.3% | 6.4% | 5.2% | -5.0% | 7.4%
CCCOc1ccc(C(F)(F)F)cc1NC(=O)CN1C(=O)C(=O)N(CC)C1=O | . | 0.5% | -14.9% | -4.6% | 6.4%
Cc1ccc(OCCC(=O)Nc2ccc(C)c(F)c2)cc1 | 2.2% | i | ? | -6.6% | ?
CCCN(Cc1cc(=O)[nH]c2ccccc12)C(=O)CC | 10.5% | 0.2% | -4.4% | 18.0% | 2.1%
COC(=O)c1cc2c(s1)=NC=NP=2(N1CCOCC1)N1CCOCC1 | 10.0% | ? | 13.8% | -4.8%&6.4% | -3.7%
Cc1ccc(SCCNC(=O)c2ccccc2F)cc1 | -0.9% | i | 8.3% | -7.3% | ?
COC(=O)c1cc(S(=O)(=O)N2CCN(c3cc(C)ccc3C)CC2)c[nH]1 | 6.9% | 1.9% | -3.5% | 4.3% | 20.1% | inhibitors of VEEV 10K pilot screen=2.9
CC(=O)c1ccc(NC(=O)CSc2nnc(-c3ccoc3C)n2Cc2ccccc2)cc1 | 0.8% | 7.7% | -1.4% | 0.1% | 4.2%
CC(C)OCCCn1c(=S)[nH]c2ncccc2c1=O | -4.0% | 4.1% | -9.5% | 3.7% | 9.2%
O=C(Nc1ccc2oc(=O)ccc2c1)c1ccccc1[N+](=O)[O-] | 7.0% | 2.1% | -0.6% | -6.5% | -6.9%
O=C(O)c1cccc2c1-c1ccccc1/C2=N\Nc1ccccc1 | 15.9% | i | ? | -1.1% | 6.1%
O=C(Cc1coc2ccc3ccccc3c12)N1CCCC1 | 1.7% | 0.9% | 3.0% | 3.5% | 59.5%
O=C(COC(=O)CNC(=O)c1sc2ccccc2c1Cl)Nc1c(Cl)cc(Cl)cc1Cl | 0.4% | i | -1.5% | 1.8% | -8.1%
CCOc1ccc(NC(=O)c2cccnc2SC)cc1 | -7.0% | 0.8% | 2.8% | -2.9% | 6.1%
CCOC(C(=O)OCCCN(CC)CC)(c1ccccc1)c1ccccc1 | 5.4% | i | -4.7% | -0.1% | 6.5%
COc1ccc(N2CCN(C(=O)CCNC(=O)c3ccc(Br)cc3)CC2)cc1 | -7.3% | 0.6% | -3.8% | -1.9% | 4.1%
COc1ccc(-n2nnnc2SCC(=O)NCCc2ccc(OC)c(OC)c2)cc1 | -6.3% | i | -0.5% | 1.3% | 2.0%
CCC(c1nnnn1Cc1ccc(OC)cc1)N1CCN(c2ccc(OC)cc2)CC1 (stereo unspecified) | 6.1% | 1.9% | 45.7% | 4.1% | -2.7%
COCCNC(=S)N1CCC(C(=O)c2ccc(C)cc2)CC1 | 1.7% | i | 0.6% | -19.3% | 18.9%
Cc1ccc(S(=O)(=O)N(C)CC(=O)Nc2nc3ccccc3s2)cc1 | -8.5% | 6.7% | -1.1% | 6.7% | 19.0%
COc1ccc(N2CCN(C(=O)COC(=O)[C@@H](NC(=O)c3ccccc3Cl)C(C)C)CC2)cc1 | . | 3.0% | . | -7.1% | .
Cc1ccc(C(=O)C2CCN(CC(=O)Nc3ccc(N(C)C)cc3)CC2)cc1 | -14.2% | 1.3% | ? | 10.7% | 10.8%
CCN(CC(=O)Nc1c(F)cccc1F)C(=O)C(C)SCc1nc2sc(C)c(C)c2c(=O)[nH]1 (stereo unspecified) | -10.5% | 4.5% | -11.3% | -6.7% | -7.5%
CCOCCCNC(=O)CN1C(=O)/C(=C\c2ccc(C)cc2)Sc2ccccc21 | 0.8% | 2.4% | 0.1% | -1.0% | 13.6%
CCc1ccc(N2CC(C(=O)Nc3ccc4c(c3)OCO4)CC2=O)cc1 (stereo unspecified) | . | i | -8.5% | -3.8% | 10.0%
CN(c1ccc(OCC(=O)Nc2ccc3[nH]c(=O)[nH]c3c2)cc1)S(=O)(=O)c1ccc(Cl)cc1 | -2.9% | i | 21.4% | 0.9% | 14.6%
CC(=O)NS(=O)(=O)c1ccc(NC(=O)c2ccc(Cl)cc2[N+](=O)[O-])cc1 | 3.2% | 0.3% | -3.8% | 4.1% | -7.8%
Cc1cc(C)cc(NC(=O)c2ccc(Cn3nc(C)c(Cl)c3C)o2)c1 | -4.0% | 6.4% | 30.8µM* | 5.5% | 33.3%
O=C(NCCNC(=O)c1ccc(Cl)cc1Cl)c1ccccn1 | 3.8% | 2.0% | 0.5% | -2.1% | -13.6%
CCOC(=O)C1(CCc2ccccc2)CCN(Cc2cccc3nccnc23)CC1 | -12.5% | i | -4.6% | 6.5% | 2.5%
Cc1[nH]c2ccccc2c1C(c1ccccn1)N1CCC(C)CC1 (stereo unspecified) | 6.0% | 4.3% | 3.9% | 0.9% | 27.6%
Cc1noc(C)c1S(=O)(=O)N(C)C[C@H]1Oc2ccc(NC(=O)C3CC3)cc2C(=O)N([C@H](C)CO)C[C@@H]1C | . | 0.5% | -1.7% | 5.0% | 11.7%
CC(C)CN(C(=O)c1ccc(N2CCCC2=O)cc1)c1c(N)n(Cc2ccccc2)c(=O)[nH]c1=O | . | 5.8% | -0.5% | -12.1% | 2.0%
CCC(Cc1ccccc1)OC(=O)c1ccccc1C(=O)O (stereo unspecified) | . | 3.1% | . | -18.7% | .
COC(=O)C1=C[C@@H](C(=O)OC)[C@@H]2C3=C(C(=O)[C@@]2(C)NC(=O)c2ccccc2)[C@H](c2ccccc2)n2c(=O)n(-c4ccccc4)c(=O)n2[C@@H]3C1 | -17.2% | . | 4.1% | . | 48.4%
CNC(=S)N/N=C(\C)c1ccc(C)c(C)c1 | -4.8% | 1.7% | ? | 16.7% | ?
CC(C)[C@H](NC(=O)NCCc1ccccc1)C(=O)O | -21.0% | i | -4.4% | -15.3% | -2.5%
Cn1c(N=Cc2ccc([N+](=O)[O-])cc2)c(N)c(=O)n(C)c1=O | . | i | . | 3.8% | .
COc1ccc(NC(=O)Cc2nc3ccccc3[nH]2)cc1 | -1.4% | i | -6.3% | 2.4% | 11.9%
CCc1nc2ccccc2c(C(=O)O)c1C | -11.3% | 3.7% | -3.4% | -3.2% | 5.3%
COc1ccc(CC(=O)NNC(=O)c2cccs2)cc1 | 2.6% | 0.7% | 7.6% | 0.5% | -8.2%
CC1CCC(NC(=O)CN(C)S(=O)(=O)c2ccc3c(c2)c(=O)n(C)c(=O)n3C)CC1 (stereo unspecified) | 4.4% | 1.0% | 0.3% | -2.2% | 14.6%
Cc1ccc(-n2c(C)nnc2SCC(=O)NC2CC2)cc1 | 4.6% | 1.4% | -8.1% | -7.3% | 7.1%
Cc1cc(NC(=O)c2cccc(S(=O)(=O)N3CCCCCC3)c2)n(-c2ccccn2)n1 | 6.8% | 0.3% | 3.2% | -5.1% | -0.8%
COc1cccc(SCc2noc(C(=O)NCC3CCCO3)c2C(=O)O)c1 (stereo unspecified) | -12.0% | 0.2% | 1.6% | 3.0% | -3.0%
CN(CCOc1ccccc1)CC(=O)Nc1ccc(Cl)c(S(=O)(=O)N(C)C)c1 | 10.3% | 0.6% | -2.5% | 0.4% | 11.4%
C[C@]12CCC(=O)C=C1C=C[C@@H]1[C@@H]2CC[C@@]2(C)[C@H]1CC[C@@]2(O)CCC(=O)O | -10.5% | 0.1% | 0.8% | 0.8% | 2.8%
CCOC(=O)c1c(NC(=O)COC(=O)c2nccnc2N)sc2c1CCC2 | . | 7.7% | 16.7% | 10.6% | 26.4%
CCCCN(C(=O)C1CCN(C(=O)c2ccccc2C)CC1)c1c(N)n(CCCC)c(=O)[nH]c1=O | -14.3% | 4.6% | -13.2% | -7.1% | -5.9%
Next results.
SMILES | Salmonella PhoP GFP | inhibitors of VEEV | H37Rv inhibition | influenza NS1A | tuberculosis growth | others
O=C(NC1CCS(=O)(=O)C1)C1CCCCN1S(=O)(=O)c1ccc(Cl)cc1 (stereo unspecified) | 2.3% | 0.1% | -3.8% | -10.4% | 7.6%
O=C(c1ccccc1Br)N1CCN(Cc2ccc3c(c2)OCO3)CC1 | -4.9% | 4.7% | 6.1% | -2.3% | -4.7%
C=CCNc1cc(F)ccc1S(=O)(=O)NCC=C | . | 1.7% | . | -7.3% | .
c1ccc2c(Cn3ccnc3)cccc2c1 | -6.6% | i | 2.4% | -12.8% | .
CC(=O)OCCN1CCN(C(=O)CN2C(=O)NC(c3ccccc3)(c3ccccc3)C2=O)CC1 | -5.1% | i | -5.1% | -8.5% | 5.2%
CCCCC(=O)Nc1ccccc1C(=O)N1CCOCC1 | -5.9% | 3.0% | -2.1% | 4.0% | -5.5%
C=CCN1C=C2C(=O)C(C)(OC(=O)CCC(=O)OC)C(=O)C(Br)=C2C=C1c1ccc(OC)cc1 (stereo unspecified) | -1.6% | 0.5% | -1.7% | 12.5% | 34.7%
CCOC(=O)Nc1ccc2c(CNC(C)c3ccccc3OC)cc(=O)oc2c1 (stereo unspecified) | 1.2% | 3.8% | 8.2% | 9.6% | 59.8%
Cc1ccc2c(Cl)c(C(=O)N/N=C/c3cccn3C)sc2c1 | 0.0% | 1.3% | 2.9% | -1.4% | 51.1%
Fc1ccccc1-c1nc(NCc2ccccc2)c2ccccc2n1 | -1.3% | 4.0% | -1.1% | . | 2.6%
COCc1cc(C(C)=O)ccc1OCC(=O)Nc1ccc(NC(C)=O)cc1 | 1.6% | 1.9% | 8.6% | 5.4% | -6.2%
CC1(C)CC(=O)C/C(=N\NC(=O)c2cccs2)C1 | -9.4% | 1.6% | 0.9% | 4.8% | 29.2%
O=C(COC(=O)CSc1ccc([N+](=O)[O-])cc1)NC1CCCCCCC1 | 1.3% | i | 0.9% | 2.8% | 28.0%
CNC(=O)CSc1nnnn1-c1ccc(C)cc1C | -1.5% | 1.1% | 4.9% | 2.3% | -2.9%
O=C1CS/C(=N\NC(=O)c2ccccc2)N1 | 8.5% | i | -10.1% | . | 7.4%
CC(OC(=O)c1ccc(Cl)nc1)C(=O)NCc1ccc2c(c1)OCO2 (stereo unspecified) | 11.4% | i | -3.5% | 10.7% | 19.0%

Quoted from above, 12 compounds:
SMILES | Salmonella PhoP GFP | inhibitors of VEEV | H37Rv inhibition | influenza NS1A | tuberculosis growth | others
C=CCNc1cc(F)ccc1S(=O)(=O)NCC=C | . | 1.7% | . | -7.3% | .
c1ccc2c(Cn3ccnc3)cccc2c1 | -6.6% | i | 2.4% | -12.8% | .
CC(=O)OCCN1CCN(C(=O)CN2C(=O)NC(c3ccccc3)(c3ccccc3)C2=O)CC1 | -5.1% | i | -5.1% | -8.5% | 5.2%
CCCCC(=O)Nc1ccccc1C(=O)N1CCOCC1 | -5.9% | 3.0% | -2.1% | 4.0% | -5.5%
C=CCN1C=C2C(=O)C(C)(OC(=O)CCC(=O)OC)C(=O)C(Br)=C2C=C1c1ccc(OC)cc1 (stereo unspecified) | -1.6% | 0.5% | -1.7% | 12.5% | 34.7%
CCOC(=O)Nc1ccc2c(CNC(C)c3ccccc3OC)cc(=O)oc2c1 (stereo unspecified) | 1.2% | 3.8% | 8.2% | 9.6% | 59.8%
Cc1ccc2c(Cl)c(C(=O)N/N=C/c3cccn3C)sc2c1 | 0.0% | 1.3% | 2.9% | -1.4% | 51.1%
Fc1ccccc1-c1nc(NCc2ccccc2)c2ccccc2n1 | -1.3% | 4.0% | -1.1% | . | 2.6%
COCc1cc(C(C)=O)ccc1OCC(=O)Nc1ccc(NC(C)=O)cc1 | 1.6% | 1.9% | 8.6% | 5.4% | -6.2%
CC1(C)CC(=O)C/C(=N\NC(=O)c2cccs2)C1 | -9.4% | 1.6% | 0.9% | 4.8% | 29.2%
O=C(COC(=O)CSc1ccc([N+](=O)[O-])cc1)NC1CCCCCCC1 | 1.3% | i | 0.9% | 2.8% | 28.0%
CNC(=O)CSc1nnnn1-c1ccc(C)cc1C | -1.5% | 1.1% | 4.9% | 2.3% | -2.9%
